esBAF inh: inhibitors of esBAF chromatin remodeling in mouse ES cells; reporter increase, % at 12.5 µM; Bmi1-luciferase knock-in reporter, 24 h; 100% = twice the neutral-well signal; 2% of 350,000 active; AID 602393; in the data active = activation above about 40%;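 also: 0% = median of the plate's neutral control wells and 100% = double that signal; a rise in the Bmi1 reporter signal indicates esBAF inhibition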
S100A4 inh HTS: inhibitors of human S100A4 binding to myosin IIA peptide; P26447; S100A4/TAMRA-MyoIIA peptide fluorescence polarization; inhibition, % at 10.7 µM; 0.14% of 360,000 active; AID 652163;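 active = mean inhibition of at least 70% across replicates, with every replicate also reaching that level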
Target sequence (P26447 whole entry, looked up): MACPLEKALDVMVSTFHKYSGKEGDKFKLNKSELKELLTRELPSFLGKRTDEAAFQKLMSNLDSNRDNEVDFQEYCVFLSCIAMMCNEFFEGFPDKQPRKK
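Compound dosing: one dose per compound; test system: human S100A4 monomer with TAMRA-labelled myosin IIA peptide; probe or stimulus: TAMRA-labelled myosin IIA heavy-chain peptide probe, 5 nM; medium: HEPES buffer with Ca2+, pH 7.2; schedule: 5 min incubation before reading; benchmarks: neutral control DMSO, positive control TFP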
Xi reactivation: activators of X-chromosome reactivation in mouse fibroblasts | XiGFP mouse fibroblasts, % GFP-positive cells imaging, 3 d; cells co-treated with 5-aza-dC sensitizer; scaled so ellipticine positive control = 100% | activation, % at 7.58 µM | 0.055% of 360,000 active | AID 743238;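 active = mean normalized replicate activation at least 10% and every replicate at or above 10%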;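 also: 0% = median of on-plate neutral control wells and 100% = ellipticine 6 µM median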
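Material: XiGFP fibroblasts, SV40-immortalized; Buffer or medium: DMEM containing 5-aza-dC; Compound dosing: single point; Times: 3 days compound exposure.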
RAD54 branch: blocks human RAD54 Holliday junction branch migration; Q92698; FAM/BHQ fluorescence; inhibition, % at 10.4 µM; 0.14% of 360,000 active; AID 602329;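 active = mean normalized replicate activity at least 40 and at least half of replicates scoring 40 or more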;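 also: 0% = median of neutral control wells and 100% = median of positive control wells; inhibitors cause a drop in the FAM fluorescence signal; in these data hits start at about 50%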
RAD52 anneal inh: blocks human RAD52 DNA annealing. P43351. recombinant RAD52 DNA annealing, FRET fluorescence. inhibition, % at 18.7 µM. 0.46% of 360,000 active. AID 651710;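 active = every replicate showing at least 50% inhibition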
Target sequence (P43351 whole entry, looked up): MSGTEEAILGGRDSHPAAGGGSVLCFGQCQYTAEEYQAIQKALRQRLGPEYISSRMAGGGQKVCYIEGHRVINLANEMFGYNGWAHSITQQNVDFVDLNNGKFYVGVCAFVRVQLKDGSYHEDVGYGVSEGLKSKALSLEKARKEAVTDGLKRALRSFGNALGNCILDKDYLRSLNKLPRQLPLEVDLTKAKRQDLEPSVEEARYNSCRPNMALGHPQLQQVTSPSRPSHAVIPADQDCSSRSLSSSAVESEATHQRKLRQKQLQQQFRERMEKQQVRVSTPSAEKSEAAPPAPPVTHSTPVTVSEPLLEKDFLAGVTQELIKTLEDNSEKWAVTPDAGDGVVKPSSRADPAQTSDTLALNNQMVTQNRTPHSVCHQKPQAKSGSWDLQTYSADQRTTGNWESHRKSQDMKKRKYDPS
E-selectin induc: E-selectin induction on HUVECs. 0.37% of 260,000 active. HUVEC E-selectin immunofluorescence imaging; normalized: neutral wells 0, TNF-alpha wells 100. activation, % at 7.58 µM;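 active = mean E-selectin-positive cell signal at least 10% of the positive control, reached in at least 60% of replicates, without over 20% cell loss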;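 also: in these data hits start at about 27%; measured in HUVEC primary endothelial cells; signal is the percent of cells scored E-selectin positive by PE staining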
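System: HUVEC / Compound: single concentration / Signal: immunofluorescence imaging / Read-out: percent E-selectin-positive cells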
EWS-Fli inh: blocks EWS/Fli oncoprotein-driven transcription; 0.67% of 350,000 active; AID 651661; inhibition, % at 12.6 µM; A673 NR0B1-luciferase reporter, viability-normalised;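 active = mean inhibition of at least 50% after viability correction, with every replicate also passing that limit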;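 also: firefly luciferase signal divided by Alamar Blue viability fluorescence both relative to DMSO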
FN deposition inh: fibronectin deposition inhibition | AH1F fibroblasts, Alexa488-fibronectin deposition fluorescence, overnight | inhibition, % at 12.6 µM | 0.086% of 350,000 active;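 active = mean inhibition across replicates of 30% or more, regardless of how many single replicates reach that level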;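 also: positive control wells lacked labelled fibronectin entirely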
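material = AH1F fibroblast monolayer depositing Alexa488-labelled fibronectin into matrix | amount = 10000 AH1F cells/well | buffer or medium = DMEM plus 2% serum, read in PBS | incubation = 1 h cell adhesion before compound, then overnight fibronectin incubation | detection = fluorescence at 485 nm excitation, 525 nm emission | evaluation = percent inhibition as loss of matrix-bound fibronectin fluorescence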
Starred values were filed as active, the others as inactive; x = no result given; & = joins results of further samples. Random draw from the library, and some 3% of all compounds hit somewhere here.

#1 COc1ccc(C(=S)N2CCNCC2)cc1
#2 CC1(C)CC(C(N)=S)CCO1 (stereo not given)
#3 COc1ccc(C(C(=O)NC2CCCC2)n2c(Cc3cc(F)cc(F)c3)nc3ccccc32)cc1 (stereo not given)
#4 C[C@H](CO)N1C[C@H](C)[C@H](CN(C)C(=O)c2ccccn2)Oc2ncc(Br)cc2C1=O
#5 COc1ccc(NC(=O)N(C)C[C@@H]2Oc3ncc(C#Cc4ccccc4)cc3C(=O)N([C@H](C)CO)C[C@@H]2C)cc1
#6 COc1ccc(OC)c(NC(=O)CSc2nc(N3CCOCC3)nc(N3CCOCC3)n2)c1
#7 C[C@@H]1CN([C@@H](C)CO)C(=O)c2cc(NC(=O)Cc3ccccc3)ccc2O[C@@H]1CN(C)S(=O)(=O)c1ccccc1
#8 Cc1cc(NC(=O)c2ccccc2)ncc1NC(=O)c1cccs1
screen / no.	1	2	3	4	5	6	7	8
esBAF inh	1	-4	x	-4&-1	1	5	3	x
S100A4 inh HTS	3	6	-2	-27&10	4	5	37	0
Xi reactivation	x	0.5	0.4	0.1	-1.0	0.0	0.1	0.0
RAD54 branch	-7	x	x	-1&-5	0	-1	-2	-10
RAD52 anneal inh	-13	-3	-12	-8&-7	22	-10	-34	-4
E-selectin induc	x	4.8	-0.2	-0.1	0.4	-0.5	-0.3	-0.2
EWS-Fli inh	x	4	-7	8&2	-1	x	5	-60
FN deposition inh	-9	1	-6	13	x	x	x	2

Among those listed so far, 5 have nitrogen in an aromatic ring.
#3 COc1ccc(C(C(=O)NC2CCCC2)n2c(Cc3cc(F)cc(F)c3)nc3ccccc32)cc1 (stereo not given)
#4 C[C@H](CO)N1C[C@H](C)[C@H](CN(C)C(=O)c2ccccn2)Oc2ncc(Br)cc2C1=O
#5 COc1ccc(NC(=O)N(C)C[C@@H]2Oc3ncc(C#Cc4ccccc4)cc3C(=O)N([C@H](C)CO)C[C@@H]2C)cc1
#6 COc1ccc(OC)c(NC(=O)CSc2nc(N3CCOCC3)nc(N3CCOCC3)n2)c1
#8 Cc1cc(NC(=O)c2ccccc2)ncc1NC(=O)c1cccs1
screen / no.	3	4	5	6	8
esBAF inh	x	-4&-1	1	5	x
S100A4 inh HTS	-2	-27&10	4	5	0
Xi reactivation	0.4	0.1	-1.0	0.0	0.0
RAD54 branch	x	-1&-5	0	-1	-10
RAD52 anneal inh	-12	-8&-7	22	-10	-4
E-selectin induc	-0.2	-0.1	0.4	-0.5	-0.2
EWS-Fli inh	-7	8&2	-1	x	-60
FN deposition inh	-6	13	x	x	2

Remaining list, next part:
#9 Cc1ccc(NC(=O)CCNS(=O)(=O)c2ccc3c(c2)CCC(=O)N3)cc1F
#10 Cn1cc(S(=O)(=O)N2CCc3ccccc32)cc1C(=O)NC1CCCCC1
#11 O=C(CSc1nnc(-c2cccs2)o1)c1cccs1
#12 CCC(C)NS(=O)(=O)c1ccc(N)cc1 (stereo not given)
#13 C[C@]1(O)CC(=O)C=C[C@H]1Nc1ccccc1
#14 COc1cc(OC)c(OC)cc1CNc1cc(C)ccc1OC
#15 COc1cc(CC(=O)OCc2ccccc2F)cc(OC)c1OC
#16 CO[C@H]1CN(C)C(=O)c2cc(NC(C)=O)ccc2OC[C@@H](C)N(Cc2ccccc2F)C[C@H]1C
screen / no.	9	10	11	12	13	14	15	16
esBAF inh	-2	3	104*	2	2	-9	0	2
S100A4 inh HTS	-2	-2	-4	-5	-3	0	-3	6
Xi reactivation	0.1	0.0	x	0.0	0.1	x	0.3	0.0
RAD54 branch	-1	-1	-16	-6	-7	1	0	-10
RAD52 anneal inh	1	-1	-15	-9	-4	-12	-16	0
E-selectin induc	0.1	0.1	x	x	0.7	x	x	0.5
EWS-Fli inh	4	5	x	6	-5	-3	-11	-3
FN deposition inh	7	6	x	-4	7	x	4	-13

#17 Cc1noc(C)c1C(=O)OCC(=O)/C=C1/N(C)c2ccccc2C1(C)C
#18 O=C(O)c1ccc(CN2C(=O)c3ccc(Oc4ccc([N+](=O)[O-])cc4)cc3C2=O)cc1
#19 C[C@@H]1CN([C@H](C)CO)S(=O)(=O)c2ccc(C3=CCCCC3)cc2O[C@H]1CN(C)Cc1cccc(C(=O)O)c1
#20 O=C1CCC(=O)N1c1ccc(NC2CCN(Cc3ccccc3)CC2)c([N+](=O)[O-])c1
#21 C[C@H](CO)N1C[C@H](C)[C@@H](CN(C)Cc2ccccc2C(=O)O)Oc2ncc(C#CC3CC3)cc2C1=O
#22 CC(C)N1CCC(C)(C(=O)Nc2ccccc2Oc2ccccc2)C1 (stereo not given)
#23 Cc1noc(C)c1COC(=O)c1cc2ccccc2cc1O
#24 O=C(Nc1ccc(S(=O)(=O)N2CCCC2)cc1)C1CCCN1C(=O)c1cccs1 (stereo not given)
screen / no.	17	18	19	20	21	22	23	24
esBAF inh	13	1	7	7	-15	-8	-1	x
S100A4 inh HTS	-5	-1	-2	9	14	-5	0	-1
Xi reactivation	0.1	0.0	-0.2	0.1	0.2	0.0	x	0.1
RAD54 branch	1	-1	5	x	-5	-5	2	x
RAD52 anneal inh	-52	-11	5	-96	4	-15	-5	-16
E-selectin induc	-0.1	x	0.1	0.2	-0.2	0.3	x	0.5
EWS-Fli inh	3	3	14	0	-9	-1	x	2
FN deposition inh	-6	-16	-4	-1	x	-8	x	-7

Down the list, from the results shown.
RAD52 anneal inh, compounds 17–24: -52, -11, 5, -96, 4, -15, -5, -16

Next section.
#25 O=C(CCC1CCCN(C(=O)Cc2ccc(F)cc2)C1)N1CCN(c2ccccn2)CC1 (stereo not given)
#26 C[C@@H]1CN([C@H](C)CO)C(=O)c2cc(NS(=O)(=O)c3ccccc3)ccc2O[C@@H](C)CCCCO[C@@H]1CN(C)S(C)(=O)=O
#27 C[C@@H]1CN([C@@H](C)CO)C(=O)c2cc(C#Cc3ccccc3)cnc2O[C@@H]1CN(C)C(=O)C1CC1
#28 O=C(CSCc1ccc(Cl)cc1)Nc1ccc(S(=O)(=O)N2CCOCC2)cc1
#29 S=C(NCc1cccnc1)Nc1cccc(Cl)c1
#30 CNC(=O)C1=C(C)n2c(nc3ccccc32)NC1c1ccc(OC)cc1 (stereo not given)
#31 COc1ccccc1/C=C1\SC(=S)N(CCC(=O)N2CCCCC2CCO)C1=O (stereo not given)
#32 O=C(COc1ccc2c3c(c(=O)oc2c1)CCC3)NCc1ccncc1
screen / no.	25	26	27	28	29	30	31	32
esBAF inh	x	-5	-8	x	-6	x	1	-1
S100A4 inh HTS	10	3	1	-3	-4	-3	-2	2
Xi reactivation	0.3	-0.9	0.3	0.0	x	0.0	0.0	0.0
RAD54 branch	x	4	2	-8	0	0	8	11
RAD52 anneal inh	-8	5	13	-7	-11	-3	-18	-16
E-selectin induc	3.3	0.1	0.0	1.1	x	x	x	x
EWS-Fli inh	4	-14	-20	8	x	-1	2	1
FN deposition inh	-9	x	6	8	x	0	1	-18

#33 COc1ccc(CNC(=O)CN(C(=O)CCC(=O)Nc2nccs2)c2ccc(C)cc2)cc1
#34 Cc1ccccc1N(CC(=O)NC(C)(C)C)C(=O)CCC(=O)Nc1nccs1
#35 COc1ccc(N2CCN(C(=O)c3ccc4[nH]c(C)c(C)c4c3)CC2)cc1
#36 CC[C@@H](NC(=O)Cn1cc(C)c(=O)[nH]c1=O)c1ccccc1
#37 COCCN(C[C@@H]1[C@@H](c2ccccc2)[C@@H](CO)N1C(C)=O)C(=O)c1cccnc1
#38 CCc1ccccc1NC(=S)N(CCN(C)C)C(C)c1ccco1 (stereo not given)
#39 O=C1c2ccccc2C(=O)C12OC2c1ccc(Cl)cc1Cl (stereo not given)
#40 CCCn1cc([C@@H]2C[C@H]3CN(Cc4cccc(Cl)c4)C(=O)[C@]34CCCN24)c(C)n1
screen / no.	33	34	35	36	37	38	39	40
esBAF inh	-2	1	1	-1	3	x	x	4
S100A4 inh HTS	-5	9	1	0	4	-8	-2	-5
Xi reactivation	0.1	0.0	0.0	-0.3	0.0	x	0.9	0.1
RAD54 branch	-1	-9	-2	-1	-1	x	x	0
RAD52 anneal inh	1	13	-10	3	0	1	-6	-3
E-selectin induc	0.0	x	7.7	-0.1	0.0	0.0	x	x
EWS-Fli inh	0	3	9	6	-10	11	26	2
FN deposition inh	-4	-6	2	4	-5	-5	5	-4

#41 Cc1c(S(=O)(=O)Nc2cccc3ccccc23)c(=O)n(C)c(=O)n1C
#42 CC(=O)Nc1ccc2c(c1)nc1n2CCN(C2CCCCC2)C1
#43 COc1cc(C(=O)NCC(c2ccco2)N2CCOCC2)cc(OC)c1OC (stereo not given)
#44 COc1cc2c(cc1O)CCN(C(=O)c1ccco1)C2C (stereo not given)
#45 COc1ccc(CCNC(=O)c2ccccc2NS(=O)(=O)c2cc(C(=O)O)ccc2OC)cc1
#46 C[C@H](CO)N1C[C@H](C)[C@H](CN(C)S(=O)(=O)c2cccs2)Oc2ccc(NS(=O)(=O)c3ccc(Cl)cc3)cc2C1=O
#47 C[C@@H]1CN([C@H](C)CO)C(=O)Cc2cc(NS(=O)(=O)c3cn(C)cn3)ccc2O[C@@H]1CN(C)S(=O)(=O)c1ccccc1
#48 Cc1nc2c(c(=O)n1CCC(C)C)c1nc3ccccc3nc1n2CC1CCCO1 (stereo not given)
screen / no.	41	42	43	44	45	46	47	48
esBAF inh	x	x	-3	-3	-3	1	1	x
S100A4 inh HTS	0	2	2	14	-6	-36	-9	19
Xi reactivation	0.1	0.2	0.0	x	0.1	2.0	-0.1	0.1
RAD54 branch	-3	x	-3	-3	-2	3	-3	2
RAD52 anneal inh	-8	-5	1	x	-7	-52	-4	-1
E-selectin induc	x	4.4	2.2	x	-0.2	0.0	-0.1	5.2
EWS-Fli inh	-11	-39	-4	x	-5	0	-10	-5
FN deposition inh	-3	-8	0	28	-5	x	x	2

#49 O=C(CNCC1(N2CCOCC2)CCCCC1)Nc1ccc(Cl)cc1
#50 O=C(O)CC(CC(=O)O)(C(=O)O)c1ccccc1
#51 COc1ccc(CN(C)C[C@H]2OCCCC[C@@H](C)Oc3ccc(NC(=O)Nc4ccc(F)cc4)cc3C(=O)N([C@H](C)CO)C[C@H]2C)cc1
#52 CCOc1cc(C=O)ccc1OCCSc1ccc(C)cc1
#53 Cc1ccc(C2C3=C(CCCC3=O)OC3=C2C(=O)CCC3)cc1
#54 CCN1CCN(C(=O)C2CCN(S(=O)(=O)c3cccc4cccnc34)CC2)CC1
#55 Cc1[nH]c(C)c(S(=O)(=O)NCCc2ccc(S(N)(=O)=O)cc2)c1C(=O)N1CCCC1
#56 COc1ccc(S(=O)(=O)Nc2ccc3c(c2)CC(=O)N([C@H](C)CO)C[C@@H](C)[C@@H](CN(C)S(=O)(=O)c2c(C)noc2C)O3)cc1
screen / no.	49	50	51	52	53	54	55	56
esBAF inh	x	x	-4	-4	x	-2	2	4
S100A4 inh HTS	6	2	8	-8	-1	0	1	8
Xi reactivation	0.0	0.0	0.3	x	0.0	-0.1	0.1	-0.6
RAD54 branch	x	x	-1	-2	x	-3	0	4
RAD52 anneal inh	-26	-4	-2	-1	-13	0	-17	13
E-selectin induc	x	-1.0	-0.1	x	x	x	x	-0.1
EWS-Fli inh	-1	4	67*	-11	-3	-5	x	4
FN deposition inh	-8	4	x	-12	4	12	12	-13

Assay outcomes (PubChem)
